# Screening results: PubChem, National Center for Advancing Translational Sciences (NCATS)
# TRPV1 agonist – activates the human vanilloid receptor TRPV1. Q8NER1. TRPV1-expressing cells, Fluo-8 calcium influx, agonist mode. activation, % at 8.33 µM. hit rate 0.19% among 320,000. AID 540275; in the data active = activation above about 80%; inconclusive = between about 30% and that limit; note: 0% is about no effect
#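 Fluo-8 calcium influx in TRPV1-expressing cells, kinetic read (ex 480/em 520 nm). Compound added and read 3 min for agonist activity, followed by capsaicin at EC20 final and 2 min further read for enhancement.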
# MBNL1-CUG inh – blocks human MBNL1 binding to CUG repeat RNA; Q9NR56; TR-FRET MBNL1-His/biotin-(CUG)12 binding, 665/545 ratio; Potency, µM (series often up to 57.5 µM), for the others: at the highest dose activity change, negative = inhibition, hits mostly inhibitors; hit rate 0.036% among 280,000; AID 2675; active = well fitted inhibition curve with a large enough effect in the signal ratio, with a control signal flat, not every such curve was filed as active; inconclusive = small, poorly fitted or top-dose-only effect, or effect the other way, or a change in a side signal; inactive = no such curve, though single readings can be large or run the other way; the % refers to the signal ratio; note: potency is the fitted concentration of half-maximal effect; % is set by controls: 0 for no effect and ±100 for the full control effect
#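 TR-FRET readout: Ex 340 nm, 665/545 nm emission ratio, normalized to buffer-only (basal) and MBNL1-(CUG)12 controls. Complex of MBNL1-His with Biotin-(CUG)12, compounds 92 nM–58 uM, incubated 60 min at room temperature.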
# AT treatment – potential ataxia-telangiectasia treatment; Potency, µM (highest dose often 57.5 µM), for the others: at the highest dose activation, actives largely listed as activators; hit rate 0.19% among 320,000; AID 485349; […] A-T fibroblasts, KAP-1 phosphorylation AlphaLISA; neocarzinostatin DNA damage 30 min before lysis; note: potency is the fitted concentration of half-maximal effect; % of control where 0% means no effect; nearly all actives have a fitted effect of over 45% in size
#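 hTERT-immortalized A-T patient fibroblasts ([…]), 500 cells/well in OPTI-MEM, 1% FBS, got compounds for 60 min, then NCS for 30 min at 37C. Lysates were then assayed for phospho-KAP-1 by AlphaLISA (anti-pKAP1 donor, anti-KAP1 acceptor beads), 6 hr at 25C.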
# CXXC DNA block – MLL CXXC-DNA interaction inhibition; MLL-CXXC / FITC-HOXA9 DNA fluorescence polarization; hit rate 0.037% among 290,000; Potency, µM (titrated, usually from 115 µM), for the others: at the top dose activity change, negative = inhibition, hits mostly inhibitors; active = well fitted inhibition curve with a large enough effect in the polarisation, with a control signal flat, not every such curve was filed as active; inconclusive = small, poorly fitted or top-dose-only effect, or effect the other way, or a change in a side signal; inactive = no such curve, though single readings can be large or run the other way; the % refers to the polarisation; note: potency is the fitted concentration of half-maximal effect
#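 Purified MLL-CXXC (added from a 7 uM solution) was preincubated 5 min at ambient with pinned compounds in 50 mM Tris-HCl pH 7.5, 50 mM NaCl, 1 mM DTT, 0.05% BSA. Fluorescein-labeled HOX-A9 DNA (50 nM solution) followed, 30 min, then polarization read.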
# hERG WT inh – KCNH2 (human, wildtype) channel inhibition | U2OS, BacMam KCNH2, thallium flux FluxOr; active compounds read low | activity change, % at 1.84 µM | hit rate 0.37% among 340,000 | AID 720551;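 active = maximum activity change below -70%; inconclusive = maximum activity change between -70% and -50%; inactive = maximum activity change above -50%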; note: % is set by controls: 0 for no effect and ±100 for the full control effect
#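 U2OS cells transduced with wild-type KCNH2 virus are loaded with FluxOr dye for 45 min, and thallium flux is measured in kinetic reads before and after stimulation buffer. Rate constants are normalized to DMSO controls.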
# a7 integrin act – activates integrin-mediated alleviation for muscular dystrophy. hit rate 0.064% among 350,000. AID 624291. Potency, µM (series often up to 38.3 µM), for the others: at the top dose activation, hits mostly activators. alpha7betagal myoblasts, beta-gal FDG fluorescence, 48 h;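 note: potency is the fitted concentration of half-maximal effect; 100% = response of the positive control SU9516; nearly all actives have a fitted effect of over 60% in size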
#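 alpha7betagal+/- myoblasts (passage 13, 250/well) treated 48 h at 37C with compounds at 1:260 dilution of DMSO stock. Lysed, then beta-galactosidase activity read as FDG fluorescence (ex 480/em 540) after 30 min, with pre-read for autofluorescence.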
# FBPA coupling cs – coupling enzyme interference in Giardia aldolase counter-screen; hit rate 0.67% among 290,000; coupling enzyme system counterscreen, AmpLite Red fluorescence; AID 2472; activity change, negative = inhibition, % at 58.2 µM, hits read low; in the data active = activity change below about -30%; note: % is set by controls: 0 for no effect and ±100 for the full control effect
#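 Coupling enzymes only (glyceraldehyde-3-phosphate) + compound, at 57.5 uM final, 10 min RT; add substrate/coupling/AmpLite Red mix, 20 min RT; fluorescence ex 525/em 598 nm. Actives flag coupling-system interference.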
# GALK inh – inhibitors of human galactokinase; Purified GALK, Kinase-Glo residual ATP luminescence; hit rate 0.007% among 270,000; P51570; Potency, µM (doses to about 57.5 µM), for the others: at the highest dose activity change, negative = inhibition, usual class: inhibitors; note: potency is the fitted concentration of half-maximal effect; % is set by controls: 0 for no effect and ±100 for the full control effect
# Target sequence (P51570 whole entry, looked up): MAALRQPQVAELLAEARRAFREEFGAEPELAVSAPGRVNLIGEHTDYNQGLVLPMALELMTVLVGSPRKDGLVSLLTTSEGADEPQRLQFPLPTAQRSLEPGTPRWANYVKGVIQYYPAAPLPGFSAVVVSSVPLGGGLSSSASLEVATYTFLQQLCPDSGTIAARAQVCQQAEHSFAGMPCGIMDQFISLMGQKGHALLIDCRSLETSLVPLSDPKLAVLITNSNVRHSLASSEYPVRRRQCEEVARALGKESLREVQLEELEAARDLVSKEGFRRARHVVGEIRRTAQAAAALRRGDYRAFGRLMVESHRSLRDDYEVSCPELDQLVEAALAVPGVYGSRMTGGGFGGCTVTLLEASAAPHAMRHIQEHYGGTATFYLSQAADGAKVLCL
#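 Compounds were pin-transferred into ATP buffer (35 uM final), then GALK plus galactose (5 nM, 100 uM final) was added. After 1 h at room temperature, Kinase-Glo Plus was added and luminescence read after 10 min.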
# KCNH2 3.1 block – inhibitors of human KCNH2 3.1 potassium channel isoform | U2OS KCNH2 3.1, thallium flux FluxOr; active compounds read low | activity change, % (tested at about 1.8 µM) | hit rate 0.95% among 340,000 | AID 720553;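 active = maximum activity change below -70%; inconclusive = maximum activity change from -70% to -50%; inactive = maximum activity change above -50%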;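 note: thallium influx rate constant from kinetic fluorescence after stimulation buffer; % is set by controls: 0 for no effect and ±100 for the full control effect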
#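 Steps: virus added to U2OS suspension (4 h, RT, dark); medium with 10% FBS added, cells plated, 37 C overnight; FluxOr/Red40 loading buffer 45 min RT; stimulation buffer, 2 min kinetic read; rate constant normalized.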
# S-ASM inh – blocks human secretory acid sphingomyelinase; AID 504937; placental ASM, HMU-PC fluorogenic substrate, 60 min; P17405; hit rate 0.006% among 340,000; Potency, µM (doses to about 57.5 µM), without a hit: at the highest dose activity change, negative = inhibition, usual class: inhibitors; note: potency is the fitted concentration of half-maximal effect
# Target sequence (P17405 47-631 limits assumed): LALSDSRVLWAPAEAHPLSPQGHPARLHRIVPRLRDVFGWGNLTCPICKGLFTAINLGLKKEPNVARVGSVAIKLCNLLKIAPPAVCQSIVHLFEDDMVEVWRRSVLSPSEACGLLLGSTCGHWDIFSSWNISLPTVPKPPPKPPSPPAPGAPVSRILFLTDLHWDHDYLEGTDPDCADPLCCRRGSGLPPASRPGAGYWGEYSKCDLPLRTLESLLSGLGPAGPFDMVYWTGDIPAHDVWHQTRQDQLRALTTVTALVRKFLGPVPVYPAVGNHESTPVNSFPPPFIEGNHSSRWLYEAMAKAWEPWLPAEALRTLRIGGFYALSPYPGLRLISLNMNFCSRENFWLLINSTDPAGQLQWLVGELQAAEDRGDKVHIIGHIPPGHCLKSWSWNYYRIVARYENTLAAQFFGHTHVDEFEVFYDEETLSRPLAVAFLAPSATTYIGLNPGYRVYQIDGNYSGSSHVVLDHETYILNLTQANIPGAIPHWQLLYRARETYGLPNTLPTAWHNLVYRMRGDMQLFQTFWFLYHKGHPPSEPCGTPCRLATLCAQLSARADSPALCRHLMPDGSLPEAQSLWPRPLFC
#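 Steps: dispense placental human ASM, pin compound, wait 10 min at room temperature, add HMU-PC0 substrate at 9 uM final, incubate 60 min at 37 °C, add stop solution raising pH to 10, read fluorescence.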
# * hit, by the source's call; i = inactive; ? = inconclusive; · = not tested or not shown; [ ] = another dose, or the depositor's remark. Unless noted, calls come from the whole dose curve; as a rule, active = well fitted curve in the direction sought with a large enough effect; inconclusive = small, poorly fitted or top-dose-only effect, or another doubt; inactive = no such curve, though single readings can be large; an effect the other way counts as inactive or inconclusive.
# Every second line gives: TRPV1 agonist, MBNL1-CUG inh, AT treatment, CXXC DNA block, hERG WT inh, a7 integrin act, FBPA coupling cs, GALK inh, KCNH2 3.1 block, S-ASM inh
CC1CC(C)(C)CC2(C1)NC(=O)N(CC(=O)NCCc1c[nH]c3ccccc13)C2=O (configuration not stated)
    -1.8, -18.8%, 4.9%, -11.9%, 12.6, 2.5%, 1.3, -0.1%, -18.0, -2.6%
CCOc1ccc(NC(=O)[C@@H](NC(=O)OCc2ccccc2)[C@@H](C)CC)cc1
    3.9, -2.8%, 3.3%, 1.3%, 17.8, -6.7%, 3.5, -2.1%, -12.1, 4.3%
CC(=O)c1c(C)[n+]([O-])c2ccc3c(non3O)c12
    0.2, 12.6%, -28.2%, -1.5%, 0.4, 9.0%, 14.7, 11.1%, -6.5, 1.0%
O=C(Nc1cccc(-c2cn3ccccc3n2)c1)C1CC1
    -3.6, -4.0%, -2.1%, 1.9%, -1.7, 16.5%, -0.8, 0.1%, -13.1, -1.0%
O=C(NCCCN1CCN(c2cccc(Cl)c2)CC1)C1CCC(=O)N1Cc1ccccc1Cl (configuration not stated)
    3.8, 10.4%, 2.9%, 14.9%, 12.0, -55.0%[inhibitor], 6.1, -1.4%, -29.4, 5.8%
Cc1cccc(NC(=O)/C(=C\c2ccco2)NC(=O)c2ccccc2)c1
    4.3, -2.8%, -2.6%, 10.1%, 1.9, -24.8%, -1.7, 0.8%, 8.6, -0.5%
CCCOc1ccc(C2C3=C(Nc4nc(N)[nH]c(=O)c42)c2ccccc2C3=O)cc1 (configuration not stated)
    0.8, ?, -1.4%, 0.0%, -2.3, -36.1%, -3.3, -2.8%, 12.4, -4.8%
Cc1cccc(-c2nnc(SCCC(=O)N3CCOCC3)o2)c1
    -4.9, ?, 12.7%, -7.3%, -5.6, 19.8%, 1.0, 2.2%, -1.1, 4.3%
Cc1cccc2sc(N(CCCN3CCOCC3)C(=O)CS(=O)(=O)c3ccc(F)cc3)nc12
    15.0, ·, 13.1%, ·, 0.7, -0.6%, ·, ·, 0.3, 1.9%
C1COCCNCCOCCOCCN1
    0.2, -6.4%, -0.6%, -1.4%, -4.2, 1.5%, 0.7, -2.1%, 25.2, 2.2%

# Seven entries from above, tab-delimited.
SMILES	TRPV1 agonist	MBNL1-CUG inh	AT treatment	CXXC DNA block	hERG WT inh	a7 integrin act	FBPA coupling cs	GALK inh	KCNH2 3.1 block	S-ASM inh
O=C(Nc1cccc(-c2cn3ccccc3n2)c1)C1CC1	-3.6	-4.0%	-2.1%	1.9%	-1.7	16.5%	-0.8	0.1%	-13.1	-1.0%
O=C(NCCCN1CCN(c2cccc(Cl)c2)CC1)C1CCC(=O)N1Cc1ccccc1Cl (configuration not stated)	3.8	10.4%	2.9%	14.9%	12.0	-55.0%[inhibitor]	6.1	-1.4%	-29.4	5.8%
Cc1cccc(NC(=O)/C(=C\c2ccco2)NC(=O)c2ccccc2)c1	4.3	-2.8%	-2.6%	10.1%	1.9	-24.8%	-1.7	0.8%	8.6	-0.5%
CCCOc1ccc(C2C3=C(Nc4nc(N)[nH]c(=O)c42)c2ccccc2C3=O)cc1 (configuration not stated)	0.8	?	-1.4%	0.0%	-2.3	-36.1%	-3.3	-2.8%	12.4	-4.8%
Cc1cccc(-c2nnc(SCCC(=O)N3CCOCC3)o2)c1	-4.9	?	12.7%	-7.3%	-5.6	19.8%	1.0	2.2%	-1.1	4.3%
Cc1cccc2sc(N(CCCN3CCOCC3)C(=O)CS(=O)(=O)c3ccc(F)cc3)nc12	15.0	·	13.1%	·	0.7	-0.6%	·	·	0.3	1.9%
C1COCCNCCOCCOCCN1	0.2	-6.4%	-0.6%	-1.4%	-4.2	1.5%	0.7	-2.1%	25.2	2.2%

# The list goes on:
# Every second line gives: TRPV1 agonist, MBNL1-CUG inh, AT treatment, CXXC DNA block, hERG WT inh, a7 integrin act, FBPA coupling cs, GALK inh, KCNH2 3.1 block, S-ASM inh
Nc1ccc(C(=O)NCCCCCCNC(=O)c2ccc(N)cc2)cc1
    5.1, -9.7%, 9.1%, 1.0%, 5.4, 7.6%, 0.8, 5.0%, 3.7, 0.1%
CC(=O)OC[C@H]1O[C@@H](Oc2cc3ccc(=O)oc3cc2OC(C)=O)[C@H](OC(C)=O)[C@@H](OC(C)=O)[C@@H]1OC(C)=O
    ·, ·, ·, ·, -0.2, 0.0%, ·, ·, -2.6, i
Cc1cc(NC(=O)c2cc(C3CC3)on2)n(-c2ccccc2)n1
    2.7, -8.8%, 0.1%, 2.0%, 1.9, -8.7%, 2.2, 0.7%, 12.3, -0.6%
C=CCC1CCCCC12NC(=O)NC2=O (configuration not stated)
    -0.3, -6.9%, 0.5%, 9.0%, -0.2, -21.0%, -5.7, 0.6%, -7.2, -0.9%
Cc1ccc(NC(=O)c2ccc(Nc3c([N+](=O)[O-])cc([N+](=O)[O-])cc3[N+](=O)[O-])cc2)cc1
    3.5, ?, -11.4%, 11.3%, 9.6, -49.2%[inhibitor], -15.0, 4.5%, -17.0, ?
c1ccc2c(c1)CC1(CCCC1)N=C2N1CCOCC1
    -0.2, -3.1%, -15.4%, 0.2%, -3.0, -32.5%, 3.3, -1.8%, 14.0, 9.2%
COc1ccc(C2c3ccc(O)cc3Oc3ncn4nc(-c5ccco5)nc4c32)cc1OC (configuration not stated)
    10.3, ·, 8.3%, 5.7%, 3.0, -22.6%, 2.0, -1.6%, -2.4, -3.5%
CCOC(=O)N1CCN(C(=O)c2ccc3c(c2)N(CC)CCS3)CC1
    26.6, 6.9%, -2.7%, -3.8%, -1.2, -17.2%, -0.4, 2.7%, 4.1, 61.4%[activator]
CCC(CO)Oc1cc(NCc2ccccc2O)c2ncn(C(C)C)c2c1 (configuration not stated)
    ·, ·, 4.4%, ·, -8.4, -15.8%, ·, ·, -16.8, -5.0%
CC(Oc1ccc2ccc(=O)oc2c1)C(=O)NC1CCN(Cc2ccccc2)CC1 (configuration not stated)
    -0.4, -2.2%, 2.9%, -10.5%, 10.6, ?, 0.2, -5.5%, -37.5, -0.4%

# Additional compounds follow:
# Every second line gives: TRPV1 agonist, MBNL1-CUG inh, AT treatment, CXXC DNA block, hERG WT inh, a7 integrin act, FBPA coupling cs, GALK inh, KCNH2 3.1 block, S-ASM inh
COc1ccccc1NC(=O)c1cc(S(=O)(=O)N2CCCC2)cn1C
    -0.4, 9.6%, -1.4%, ·, -5.2, 20.9%, 1.1, ·, -2.7, 1.3%
O=C(NCc1ccc2c(c1)OCO2)C1CCCN1C(=O)Nc1ccccc1 (configuration not stated)
    2.2, -12.4%, 4.9%, 0.4%, 3.7, -8.8%, 1.6, -5.6%, 4.1, -0.4%
CN(c1ccc(OCC(=O)OCC(=O)Nc2ccccc2)cc1)S(=O)(=O)c1cccs1
    -6.7, -9.6%, 16.3%, -10.4%, 8.0, 28.8%, -2.1, -2.1%, -2.9, 5.6%
CC(=O)Nc1ccc(-c2csc(NC(=O)Cc3ccccc3F)n2)cc1
    2.9, 4.3%, -1.8%, 1.0%, -2.3, ?, -9.6, 0.1%, 12.3, -25.9%
O=C(NC1CCCCC1)c1ccc(-n2cncn2)c([N+](=O)[O-])c1
    ·, ·, 6.0%, ·, 11.1, -35.4%[inhibitor], ·, ·, 4.2, -1.3%
Nc1cccnc1-n1nc(C(F)(F)F)cc1C(F)(F)F
    2.1, -12.4%, -1.9%, 0.3%, 5.1, 3.6%, -2.1, -0.9%, 11.6, -2.0%
COc1ccc(-c2oc3ccccc3c(=O)c2OCC(=O)O)cc1
    -0.3, ?, -4.7%, 5.3%, 4.3, 20.6%, 8.2, -1.1%, -2.5, 127.6%[activator]
COc1ccc(NC(=O)CN(C)CC(=O)Nc2cccc3ccccc23)c(OC)c1
    -0.3, ·, -0.1%, ·, -13.0, -7.7%, ·, ·, 9.4, -2.1%
CCC1(C)Cc2c(sc3nc(NC)n(C)c(=O)c23)CO1 (configuration not stated)
    1.5, ?, 8.7%, -7.6%, 12.2, 5.8%, -8.4, 2.4%, -6.2, 23.3%
C/C(CC(=O)Nc1ccc2c(c1)OCCO2)=N\NC(=O)Cc1ccccc1
    1.7, -5.4%, -11.4%, -0.2%, -2.2, 40.5%, 1.5, 7.6%, -8.3, 3.7%
Nc1cc(N)nc(SCC(=O)NNC(=O)Cc2ccccc2)n1
    2.4, -6.6%, -0.7%, 4.2%, -7.4, 3.6%, -0.5, -2.0%, 10.1, 4.0%
COc1ccc2oc(=N)c(C(=O)Nc3ccccc3Cl)cc2c1
    -0.8, -4.1%, 2.6%, 19.6%, -3.1, 20.3%, 2.0, -3.2%, 3.3, 39.6%[activator]
